# Screens from PubChem BioAssay.
# AT treatment: potential ataxia-telangiectasia treatments restoring KAP-1 phosphorylation; […] A-T fibroblasts, KAP-1 phosphorylation AlphaLISA; neocarzinostatin DNA damage 30 min before lysis; Potency, µM (top dose mostly 57.5 µM), inactives show at the top dose activation, most hits filed as activators; 0.19% of 320,000 active; AID 485349; note: potency is the fitted concentration of half-maximal effect; % of control where 0% means no effect; nearly all actives have a fitted effect of over 45% in size
#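 ATM-like activity read as KAP-1 phosphorylation via AlphaLISA donor/acceptor antibody pairs after lysis and 6 hr at 25C. Cells were ATM-null patient fibroblasts ([…], hTERT), dosed 60 min, then exposed to the DSB inducer NCS for 30 min.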
# Chronic BCR inh: chronic active BCR signaling inhibition | ABC-DLBCL IkBa-CBG/CBR reporter, luminescence ratio, 4 h | Potency, µM (series often up to 46.1 µM), without a hit: top-dose ratio change, negative = lower green/red ratio, most hits filed as inhibitors | 0.05% of 340,000 active; active = well fitted inhibition curve with a large enough effect in the signal ratio, with a control signal flat, not every such curve was filed as active; inconclusive = small, poorly fitted or top-dose-only effect, or effect the other way, or a change in a side signal; the % refers to the signal ratio;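 note: potency is the fitted concentration of half-maximal effect; plate controls were basal doxycycline-induced cells for no effect and cells given 10 µM MG132 for full effect; MG132 reads +100%, hits lower the ratio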
#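 TMD8 ABC-DLBCL cells carrying doxycycline-inducible green luciferase fused to IkappaBalpha plus unfused red luciferase were exposed to compounds (up to 46 uM) for 4 hrs at 37C. Activity came from the overlap-corrected green/red luminescence ratio.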
# TSG101-PTAP inh: blocks PTAP/TSG101 interaction to inhibit HIV-1 budding; Q99816; Fluorescence polarization, FITC-PTAP peptide / Tsg101 binding; Potency, µM (titrated, usually from 115 µM), for inactives: at the highest dose activity change, negative = inhibition, most hits filed as inhibitors; 340,000 tested, under 10 active; active = well fitted inhibition curve with a large enough effect in the main read-out, with a control signal flat, not every such curve was filed as active; inconclusive = small, poorly fitted or top-dose-only effect, or effect the other way, or a change in a side signal; inactive = no such curve, though single readings can be large or run the other way; note: potency is the fitted concentration of half-maximal effect; % of control where 0% means no effect
# Target sequence (Q99816 whole entry, looked up): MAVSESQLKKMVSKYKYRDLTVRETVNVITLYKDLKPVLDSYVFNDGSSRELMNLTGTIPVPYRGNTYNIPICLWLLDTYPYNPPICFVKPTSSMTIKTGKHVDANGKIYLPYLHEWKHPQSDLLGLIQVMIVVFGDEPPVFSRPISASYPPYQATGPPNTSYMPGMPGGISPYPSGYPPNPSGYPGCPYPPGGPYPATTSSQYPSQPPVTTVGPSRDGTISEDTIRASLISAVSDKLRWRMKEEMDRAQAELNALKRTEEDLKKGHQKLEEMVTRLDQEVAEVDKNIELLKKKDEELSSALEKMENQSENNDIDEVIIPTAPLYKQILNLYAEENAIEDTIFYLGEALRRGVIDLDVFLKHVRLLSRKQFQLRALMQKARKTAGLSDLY
#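 Fluorescence anisotropy tracks displacement of a FITC-tagged PTAP peptide (50 nM) from the Tsg101 binding domain (10 uM), following a 20 min room-temperature incubation at pH 7.5.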
# Mito fusion yeast: blocks mitochondrial division or promotes mitochondrial fusion. Potency, µM (highest dose often 46.1 µM), for the others: at the top dose growth rescue (activation), actives largely listed as activators. S. cerevisiae fusion-defective mutant growth rescue, CellTiterGlo 48 h. 0.23% of 320,000 active;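 note: potency is the fitted concentration of half-maximal effect; % of control where 0% means no effect; nearly all actives have a fitted effect of over 45% in size; temperature-sensitive fusion mutants such as fzo1-1 at 37 °C on non-fermentable ethanol glycerol medium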
#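 Yeast fusion mutant, YPEG (non-fermentable carbon), compound, 48 h at 37C non-permissive; CellTiterGlo added, 10 min RT, luminescence read. Rescued growth = division inhibition.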
# Integrin act MD: integrin-mediated muscular dystrophy alleviation activation; AID 624291; alpha7betagal myoblasts, beta-gal FDG fluorescence, 48 h; Potency, µM (top dose mostly 38.3 µM), for inactives: at the top dose activation, most hits filed as activators; 0.064% of 350,000 active;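 note: potency is the fitted concentration of half-maximal effect; 100% = response of the positive control SU9516; nearly all actives have a fitted effect of over 60% in size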
#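 alpha7betagal+/- myoblasts (passage 13, 250/well) treated 48 h at 37C with compounds at 1:260 dilution of DMSO stock. Lysed, then beta-galactosidase activity read as FDG fluorescence (ex 480/em 540) after 30 min, with pre-read for autofluorescence.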
# TCR act: activators of T cell receptors. primary human leukocytes, anti-CD3, IL-2 HTRF, 48 h. Potency, µM (titrated, usually from 9.22 µM), for inactives: top-dose activation of IL-2 secretion, actives largely listed as activators. 330,000 tested, under 10 active. AID 504894; note: % of control where 0% means no effect
#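 Primary human leukocytes receive a-CD3 beads and test compound and are incubated 48 hr. Secreted IL-2 is then assayed by HTRF, measuring 665nm acceptor emission after 320nm excitation of the europium donor.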
# Tb PFK inh: blocks T. brucei phosphofructokinase | O15648 | T. brucei PFK, ADP-Glo luminescence | Potency, µM (highest dose often 57.5 µM), for inactives: at the highest dose activity, negative = inhibition, actives largely listed as inhibitors | 0.17% of 330,000 active | AID 485367;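 note: potency is the fitted concentration of half-maximal effect; 0% = uninhibited 1x PFK enzyme wells and -100% = no-enzyme wells; nearly all actives have a fitted effect of over 60% in size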
#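 In TEA buffer at pH 8.0 with 5 mM MgCl2, enzyme (1.25 nM) converted F6P (0.5 mM) and ATP (0.1 mM) for 45 min at room temperature. ADP product was read by luciferase luminescence.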
# ELG1 DNA repair: inhibitors of ELG1-dependent DNA repair in HEK293T cells; HEK293T ELG1-luciferase reporter, luminescence, 16 h; DNA damage induced by 5-fluorouridine; Potency, µM (top dose mostly 46.1 µM), without a hit: at the top dose activity change, negative = inhibition, hits mostly inhibitors; 2.3% of 330,000 active; AID 504467; note: potency is the fitted concentration of half-maximal effect; % is set by controls: 0 for no effect and ±100 for the full control effect; nearly all actives have a fitted effect of over 55% in size
#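 Luminescence from the luciferase reporter, measured 30 min after ONE-Glo reagent at room temperature, was the read-out. Beforehand, 2,000 cells per well were exposed for 16 hr at 37 °C to 5-fluorouridine together with compound or vehicle.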
# TSHR antag: blocks TSH signaling through the human TSH receptor; 0.2% of 330,000 active; activity change, negative = inhibition, % at 11.5 µM; AID 504810; TSHR-expressing cells, TSH-stimulated cAMP HTRF, 2 h; hits give low values;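 active = activity change below a set negative limit, meaning inhibition stronger than a set level, cut at about -70% in these data; inconclusive = activity change between two set negative limits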; note: % is set by controls: 0 for no effect and ±100 for the full control effect
#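 Competitive HTRF cAMP read-out (cryptate anti-cAMP antibody, cAMP-d2; 30 min, room temperature) in freshly harvested TSHR cells. Compounds added before TSH at EC80 (4nM final), followed by 2 hours' incubation at 37 deg C.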
# ASM inhibitor: human S-ASM enzyme inhibition | P17405 | placental ASM, HMU-PC fluorogenic substrate, 60 min | Potency, µM (highest dose often 57.5 µM), for the others: at the top dose activity change, negative = inhibition, hits mostly inhibitors | 0.006% of 340,000 active; note: potency is the fitted concentration of half-maximal effect
# Target sequence (P17405 47-631 limits assumed): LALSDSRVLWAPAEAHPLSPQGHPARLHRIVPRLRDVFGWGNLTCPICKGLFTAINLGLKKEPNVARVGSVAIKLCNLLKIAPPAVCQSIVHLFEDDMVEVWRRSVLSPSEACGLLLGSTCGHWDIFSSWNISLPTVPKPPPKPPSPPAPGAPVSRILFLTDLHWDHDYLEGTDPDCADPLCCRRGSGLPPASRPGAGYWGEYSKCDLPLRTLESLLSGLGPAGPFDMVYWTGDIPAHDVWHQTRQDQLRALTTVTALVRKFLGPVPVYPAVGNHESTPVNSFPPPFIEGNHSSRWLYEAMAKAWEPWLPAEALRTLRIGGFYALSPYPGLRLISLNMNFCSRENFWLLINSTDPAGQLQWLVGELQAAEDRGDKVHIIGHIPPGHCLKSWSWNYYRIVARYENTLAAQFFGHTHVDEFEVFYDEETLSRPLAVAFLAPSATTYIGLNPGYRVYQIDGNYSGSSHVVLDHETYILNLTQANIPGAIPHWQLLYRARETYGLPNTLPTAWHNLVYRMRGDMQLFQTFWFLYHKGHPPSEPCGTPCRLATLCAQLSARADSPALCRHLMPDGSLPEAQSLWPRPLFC
#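 Fluorogenic HMU-PC substrate (9 uM final) is turned over by placental ASM in 60 min at 37 C after a 10 min compound preincubation. Reaction ended by alkaline stop (pH 10), with fluorescence read at 386/447 nm.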
# Eya2 inh: blocks the phosphatase activity of human Eya2; recombinant Eya2, OMFP fluorescence dephosphorylation (OMFP is methylfluorescein phosphate); Potency, µM (top dose mostly 76.9 µM), for the others: top-dose activity, negative = inhibition, actives largely listed as inhibitors; AID 488837; 0.006% of 330,000 active; note: potency is the fitted concentration of half-maximal effect; % is set by controls: 0 for no effect and ±100 for the full control effect
#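 Eya2 protein (added as 0.2 uM solution) was preincubated with compound for 10 min at ambient temperature in 50 mM HEPES pH 7.5, 50 mM NaCl, 5 uM MgCl2, 0.05% BSA, 1 mM DTT. OMFP (added at 50 uM) then reacted 10 min; fluorescence read at 485/525 nm.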
# * marks the source's active call; other numbers are inactive results; ? = inconclusive; . = not tested or not shown; [ ] = remark or other dose. Unless noted, calls come from the whole dose curve; as a rule, active = well fitted curve in the direction sought with a large enough effect; inconclusive = small, poorly fitted or top-dose-only effect, or another doubt; inactive = no such curve, though single readings can be large; an effect the other way counts as inactive or inconclusive.
Molecule	AT treatment	Chronic BCR inh	TSG101-PTAP inh	Mito fusion yeast	Integrin act MD	TCR act	Tb PFK inh	ELG1 DNA repair	TSHR antag	ASM inhibitor	Eya2 inh
C/C(=N\OCc1nc2ccccc2c(=O)n1/N=C/c1cc([N+](=O)[O-])ccc1O)c1ccccc1	0%	?	-3%	2%	39%	-8%	3%	?	-16	-3%	9%
CCn1c(/C=C2\C(=O)N(C(C)C)c3ccccc32)nc2ccccc2c1=O	-31%	?	-7%	-4%	-19%	-4%	-6%	-3%	-4	-3%	-11%
COCc1ccc(C(=O)N2CCCC(C(=O)c3ccc(SC)cc3)C2)o1 (centres undefined)	4%	0%	.	-2%	-6%	6%	-11%	1%	-11	0%	4%
COc1cc(OC)cc(C(=O)NC(C)c2cnn(-c3ccccc3C)c2C)c1 (centres undefined)	-1%	?	-7%	2%	-26%	-1%	-3%	?	-8	-1%	-3%
O=S(=O)(Nc1cnc2ccccc2c1)N1CCCCCC1	.	.	-4%	3%	-17%	-7%	.	.	.	1%	.
O=S(=O)(c1cccc2nonc12)N1CCN(c2ccccc2F)CC1	0%	12%	-2%	0%	-5%	-6%	-1%	-5%	-17	3%	-4%
Cc1ccc2cccc(SCC(=O)NCc3ccco3)c2n1	4%	3%	-4%	-2%	18%	2%	0%	19%	-7	3%	0%
CCCCC(=O)Nc1ccc(NC(=S)NC(=O)CCCCl)cc1OC	2%	?	-2%	-13%	1%	-2%[46.1 µM]	1%	-8%	0	0%	-8%

# The last 2 compounds of the part before come first, to join the parts.
Molecule	AT treatment	Chronic BCR inh	TSG101-PTAP inh	Mito fusion yeast	Integrin act MD	TCR act	Tb PFK inh	ELG1 DNA repair	TSHR antag	ASM inhibitor	Eya2 inh
Cc1ccc2cccc(SCC(=O)NCc3ccco3)c2n1	4%	3%	-4%	-2%	18%	2%	0%	19%	-7	3%	0%
CCCCC(=O)Nc1ccc(NC(=S)NC(=O)CCCCl)cc1OC	2%	?	-2%	-13%	1%	-2%[46.1 µM]	1%	-8%	0	0%	-8%
CN(C)/C=N/c1ncc(C(=O)OC(C)(C)C)s1	10%	2%	1%	-10%	0%	-30%	3%	?	16	1%	19%
Cn1cccc1/C=C1/SC(=O)N(CC(=O)N2CCCC2)C1=O	-2%	?	1%	-2%	0%	1%	-5%	-20%	-9	-4%	-7%
CC1CCN(C(=O)COc2cccc3c2CCN(Cc2ccccc2)C3=O)CC1	10%	-14%	-2%	-3%	15%	2%	-1%	?	-5	2%	4%
CC(C)Cc1nnc(NC(=O)C23CC4CC(CC(C4)C2)C3)s1	-2%	-1%	0%	12%	32%	5%	-11%	15%	-3	4%	-6%
C=CCOc1ccc(/C=C(\C#N)C(=O)Nc2ccccn2)cc1	-3%	-1%	-4%	-4%	28%	5%	0%	0%	-3	20%	0%
O=[N+]([O-])c1ccc(/C([O-])=C(/C(=S)NCc2ccco2)[n+]2ccccc2)cc1	8%	-1%	-2%	-3%	-35%	.	23%	16%	-27	-1%	-3%
O=C(Nc1ccc(F)cc1)c1ccc2c(c1)S(=O)(=O)N=C1CCCCCN12	12%	-1%	-2%	7%	3%	2%	0%	11%	0	-2%	1%
CC1CC(=O)Nc2ccccc2N1S(=O)(=O)c1cccc(Cl)c1 (centres undefined)	6%	?	1%	1%	4%	0%[46.1 µM]	5%	-1%	6	2%	0%

# Random excerpt: two records from the list
Molecule	AT treatment	Chronic BCR inh	TSG101-PTAP inh	Mito fusion yeast	Integrin act MD	TCR act	Tb PFK inh	ELG1 DNA repair	TSHR antag	ASM inhibitor	Eya2 inh
C=CCOc1ccc(/C=C(\C#N)C(=O)Nc2ccccn2)cc1	-3%	-1%	-4%	-4%	28%	5%	0%	0%	-3	20%	0%
CC1CCN(C(=O)COc2cccc3c2CCN(Cc2ccccc2)C3=O)CC1	10%	-14%	-2%	-3%	15%	2%	-1%	?	-5	2%	4%

# (further entries)
Molecule	AT treatment	Chronic BCR inh	TSG101-PTAP inh	Mito fusion yeast	Integrin act MD	TCR act	Tb PFK inh	ELG1 DNA repair	TSHR antag	ASM inhibitor	Eya2 inh
CC1=CC=CC2=NC(=O)CC(C)(C(=O)N(CC(=O)NC3CCCC3)Cc3ccc(Cl)cc3)N12 (centres undefined)	33%	-3%	1%	2%	4%	3%	-2%	13%	.	68%[activator]	-4%
O=C1CSC(=Nc2ccccc2[N+](=O)[O-])N1	-1%	?	3%	-6%	-17%	-4%	0%	-7%	-9	2%	4%
O=S(=O)(Cc1ccccc1)N1CCN(c2ccccc2)CC1	1%	5%	-1%	-4%	3%	-7%	-1%	23%	5	-2%	9%
COCC(C)n1c(SCC(=O)Nc2oc(C)c3c(C)n[nH]c(=O)c23)nc2ccccc2c1=O (centres undefined)	-1%	-16%	-4%	1%	?	3%	1%	-27%	14	-1%	15%
C=CCn1c(SCC(=O)N2CCN(c3ccccc3)CC2)nnc1-c1ccco1	.	?	-7%	2%	-13%	2%	-4%	?	2	-2%	5%
CCNC(=O)NC(=O)C(C)Sc1ccc2c(c1)OCCO2 (centres undefined)	1%	-21%	-2%	-3%	-34%	4%	1%	-2%	7	-1%	4%
NC(=O)c1nsc(C(=O)N(CC(=O)NCc2ccccc2)c2ccc(F)cc2)c1N	3%	-8%	-3%	?	12%	2%	3%	-2%	2	129%[activator]	-7%
CCOc1ccc(NC(=S)NNC(=O)CC(C)O)cc1 (centres undefined)	5%	?	1%	5%	18%	1%	0%	-7%	-3	1%	1%
CCOC(=O)C(=O)NNc1ccc(F)cc1	12%	3%	0%	-5%	3%	-6%	-4%	?	25	2%	9%
C=CCn1cnnc1SCC(=O)NCC1COc2ccccc2O1 (centres undefined)	6%	-5%	-3%	-4%	2%	1%	0%	10%	18	-1%	-7%
CCSC1(SCC)N=C(N)C2(C#N)C(c3ccccc3)NC3=C(CCC3)C12C#N (centres undefined)	-3%	-17%	-10%	2%	-43%[inhibitor]	-4%	-1%	16%	0	-2%	-2%
CN1C(=O)NC(NS(=O)(=O)c2ccc(N)cc2)(C(F)(F)F)C1=O (centres undefined)	3%	0%	-5%	1%	12%	2%	4%	16%	20	7%	-1%
COc1cc(/C=N/NC(=O)c2ccc(CN3c4cccc5cccc(c45)S3(=O)=O)cc2)cc(OC)c1O	-1%	-18%	-2%	10%	-37%	8%	2%	3.3µM*	4	32%	-8%
O=C(c1ccc(Cl)c(NC2=NC3CS(=O)(=O)CC3S2)c1)N1CCN(c2ccccc2)CC1 (centres undefined)	18%	0%	4%	-2%	7%	1%	-3%	0%	7	4%	6%
N=C1/C(=C\c2ccc(-c3cccc(Cl)c3)o2)C(=O)N=C2SC=C(c3ccccc3)N12	-3%	25%	5%	1%	-27%	-9%[46.1 µM]	0%	5%	15	9%	3%
Cc1nc(C(=O)Nc2ccccc2Cl)cc2c1[nH]c1ccccc12	0%	?	-3%	?	-55%[inhibitor]	2%	-11%	20%	-35	-1%	-2%
CCCOc1nc(C)cc(COC)c1C(N)=O	-1%	3%	-3%	11%	-66%[inhibitor]	-19%	-4%	5%	17	5%	-12%
COC(=O)c1cc2n(n1)CCN(Cc1ccc(F)cc1)C2=O	2%	11%	-4%	-4%	22%	-1%	1%	7%	7	4%	-12%

# 2 of the compounds above, with values under each structure.
# Second line of a record – AT treatment, Chronic BCR inh, TSG101-PTAP inh, Mito fusion yeast, Integrin act MD, TCR act, Tb PFK inh, ELG1 DNA repair, TSHR antag, ASM inhibitor, Eya2 inh
Cc1nc(C(=O)Nc2ccccc2Cl)cc2c1[nH]c1ccccc12
 : 0%, ?, -3%, ?, -55%[inhibitor], 2%, -11%, 20%, -35, -1%, -2%
CN1C(=O)NC(NS(=O)(=O)c2ccc(N)cc2)(C(F)(F)F)C1=O (centres undefined)
 : 3%, 0%, -5%, 1%, 12%, 2%, 4%, 16%, 20, 7%, -1%
